M5 antag: CHRM5 antagonism in calcium assay. P08912. CHO-hM5 cells, Fluo-8 calcium fluorescence, ACh EC80. inhibition, % at 3 µM. 360,000 tested, 0.59% active;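 active means inhibition above a per-plate cutoff, the mean of that plate's test compounds plus 3 SD, cut at about 27% in these data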;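 further: 0% = acetylcholine EC80 with DMSO and 100% = DMSO without agonist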
CHRM5 PAM: positive allosteric modulators of human muscarinic M5 receptor | CHO-K1 hM5, Fluo-8 calcium, ACh EC20 PAM; 0% = ACh EC20, 100% = ACh EC100 | P08912 | 360,000 tested, 0.3% active | activation, % at 3 µM;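 active means activation above the run cutoff, the mean activation of all test compounds plus 3 SD, cut at about 18% in these data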
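System – CHO-K1 hM5 cells · Compound – 3 µM, single dose · Incubation – compound preincubation 140 s before EC20 acetylcholine addition · Technique – Fluo-8 calcium fluorescence · Measure – Max/basal fluorescence ratio as % of EC20–EC100 ACh window · Benchmarks – low control EC20 acetylcholine (0%), high control EC100 acetylcholine (100%) · Replication – singlicate, one well per test compound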
CRFBP-R2 agonist: CRF-BP/CRF-R2 complex agonism. AID 588473. activation, % at 13.2 µM. 350,000 tested, 0.46% active. HEK293 CRF-R2/CRF-BP, calcium dye fluorescence (FLIPR); percent of saturating CRF peptide response;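 active means activation of at least 50%, plus an integration ratio under a set limit after plate pattern correction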;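 further: plate controls were neutral control wells without compound for no effect and CRF at EC100 for full effect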
CRFR2-BP antag: blocks CRF-induced signaling of the CRF-BP/CRF-R2 complex; HEK293 CRF-R2/CRF-BP, CRF-induced calcium fluorescence; inhibition, % at 11.8 µM; 350,000 tested, 0.59% active; AID 588475;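 active means inhibition of the ligand-induced calcium signal above about 50% at the single tested concentration, limit read from the data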
TAAR1 antagonist: human TAAR1 antagonism | Q96RJ0 | CHO RD-HGA16 TAAR1, Fluo-8 calcium fluorescence, antagonist | inhibition, % at 3 µM | 360,000 tested, 1.5% active | AID 624466;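 active means inhibition above a per-plate cutoff, the mean inhibition of test compounds on that plate plus 3 SD, cut at about 49% in these data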;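 further: 0% = DMSO plus EC80 beta-PEA response and 100% = DMSO alone without agonist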
Target sequence (Q96RJ0 whole entry, looked up): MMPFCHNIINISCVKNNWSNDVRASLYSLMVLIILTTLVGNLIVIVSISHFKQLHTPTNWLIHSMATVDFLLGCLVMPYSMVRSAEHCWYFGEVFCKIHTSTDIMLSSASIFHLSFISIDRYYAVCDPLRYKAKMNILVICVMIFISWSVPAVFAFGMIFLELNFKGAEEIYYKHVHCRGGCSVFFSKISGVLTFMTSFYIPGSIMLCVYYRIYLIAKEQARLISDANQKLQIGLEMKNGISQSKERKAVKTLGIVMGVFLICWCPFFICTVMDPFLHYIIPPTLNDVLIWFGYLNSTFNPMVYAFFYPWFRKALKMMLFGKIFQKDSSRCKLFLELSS
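Test system – hTAAR1-expressing CHO RD-HGA16 cells, Gα16-coupled · Also added – β-PEA at EC80 concentration, post-compound challenge · Compound – 3 µM, single point · Incubation – dye loading 75 min at 37 °C, then 30 min room temperature · Measured by – Fluo-8 intracellular calcium dye fluorescence, real-time kinetic reads · Benchmarks – vehicle and agonist controls · Replicates – singlicate, one well per test compound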
M5 ag: CHRM5 agonism in calcium assay | 360,000 tested, 0.19% active | AID 624037 | activation, % at 3 µM | CHO-K1 hM5 cells, Fluo-8 calcium fluorescence; 0% DMSO wells, 100% maximal acetylcholine response | P08912;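 active means activation above the run's mean over test compounds plus 3 SD, cut at about 23% in these data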;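 further: signal is peak over basal fluorescence ratio across the kinetic read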
M4 PAM: potentiates acetylcholine response at human M4 receptor; P08173; CHO-K1 hM4/Gqi5, Fluo-8 calcium fluorescence, ACh EC20; 0% = ACh EC20, 100% = maximal ACh; activation, % at 3 µM; 360,000 tested, 0.4% active; AID 624126;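 active means activation above its plate's cutoff, the mean activation of sample wells plus 3 SD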; further: some results filed as inactive read as strong as hits
Target sequence (P08173 whole entry, looked up): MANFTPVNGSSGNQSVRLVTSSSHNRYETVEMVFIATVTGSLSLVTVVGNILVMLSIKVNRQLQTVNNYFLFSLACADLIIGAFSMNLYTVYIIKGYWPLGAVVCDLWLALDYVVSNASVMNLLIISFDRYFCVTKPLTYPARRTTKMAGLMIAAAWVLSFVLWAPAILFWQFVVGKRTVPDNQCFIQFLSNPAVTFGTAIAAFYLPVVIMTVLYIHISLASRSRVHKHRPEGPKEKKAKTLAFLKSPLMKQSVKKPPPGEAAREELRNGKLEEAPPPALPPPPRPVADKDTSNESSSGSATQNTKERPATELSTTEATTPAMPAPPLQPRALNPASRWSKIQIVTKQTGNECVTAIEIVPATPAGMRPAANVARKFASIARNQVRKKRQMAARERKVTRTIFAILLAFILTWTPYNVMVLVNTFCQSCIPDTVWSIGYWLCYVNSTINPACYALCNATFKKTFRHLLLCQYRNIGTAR
TAAR1 ag: human TAAR1 agonism | CHO RD-HGA16 TAAR1, Fluo-8 calcium fluorescence; vehicle wells 0%, saturating PEA agonist 100% | activation, % at 3 µM | 360,000 tested, 0.99% active;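 active means activation above the mean activation of all test compounds in the run plus 3 SD, cut at about 38% in these data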
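System: CHO-derived RD-HGA16 cells with stable Gα16 and human TAAR1 / Times: 17-24 h plating, Fluo-8 75 min 37 °C, 30 min RT / Technique: calcium-sensitive Fluo-8 signal, excitation 470-495, emission 515-575 nm / Measure: % activation relative to PEA EC100 response / Benchmarks: DMSO and PEA EC100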
CHO-K1 Ca PAM: nonselective activator or artifact in parental CHO-K1 calcium assay; activation, % at 3 µM; ATP EC20, Fluo-8 calcium fluorescence; 0% at ATP EC20, 100% at ATP max; AID 602247; 360,000 tested, 0.02% active;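 active means activation above the run cutoff, the mean activation of all test compounds plus 3 SD, cut at about 40% in these data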;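 further: peak over basal fluorescence ratio in a 140 s read after ATP addition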
* hit, by the source's call; · = no result given. This is a random part of the collection; 4.2% or so of the library scored in one or more.

SMILES	M5 antag	CHRM5 PAM	CRFBP-R2 agonist	CRFR2-BP antag	TAAR1 antagonist	M5 ag	M4 PAM	TAAR1 ag	CHO-K1 Ca PAM
COc1cc(NC(=O)CSc2nnnn2C2CCCC2)cc(OC)c1	-6	5	-2.2	24	6	-1	-6	1	-1
O=C(O)CCCCCN1C(=O)C(O)=C(C(=O)/C=C/c2ccccc2)C1c1ccccc1[N+](=O)[O-] (stereo not given)	2	-6	-2.0	-23	11	-2	-5	10	14
Cc1ccccc1N1CCN(C(=O)CN2C(=O)c3ccccc3C2=O)CC1	4	-4	-3.0	17	-4	1	-11	6	22
C[C@@H]1CN([C@@H](C)CO)C(=O)CCCn2nncc2CO[C@@H]1CN(C)C(=O)NC1CCCCC1	-11	6	0.4	-8	3	2	6	0	-11
COc1ccc(NC(=O)N(C)C[C@H]2Oc3ccc(NC(=O)Nc4ccc5c(c4)OCO5)cc3C(=O)N([C@H](C)CO)C[C@@H]2C)cc1	-5	1	-0.3	5	-18	7	9	0	-8
CCCCN1CC[C@@H]2C=CC[C@H](C(=O)OC)[C@@H]2C1=O	-8	-1	-2.2	3	-3	-1	4	1	13
Cn1cc(CNC(=O)COc2ccc(Cl)cc2Cl)cn1	2	2	-0.5	17	1	-1	1	0	-4
O=S1(=O)N=C(N(Cc2cccs2)c2ccc(O)cc2)c2ccccc21	11	-7	-1.3	-3	9	-9	-7	4	6
NC(=O)c1cc([N+](=O)[O-])ccc1NCc1cnccn1	6	5	-0.7	8	-4	3	10	8	21
Cc1ccc(CN2C(=O)[C@H]3Cc4c([nH]c5ccccc45)C(C)(C)N3C2=O)cc1	8	2	0.8	-9	42	3	4	13	14
CC1(c2cccc(Br)c2)NC(=O)N(CC(=O)NCC2CCCO2)C1=O (stereo not given)	6	-1	0.8	0	-2	-2	0	2	20
CCN1CCCc2cc(CN(CCN3CCOCC3)C(=S)Nc3ccc(C)cc3)ccc21	10	2	-1.3	26	-10	-10	-8	0	28
O=C(CNC(=O)c1cc(Cl)cc([N+](=O)[O-])c1)NC1CC1	4	-4	-1.7	-7	10	4	2	0	-6
CCOC(=O)c1ccc(NC(=O)COc2ccc(CNC3CCCCC3)cc2OC)cc1	0	-2	0.1	0	12	-2	-14	0	7
O=S(=O)(c1cccc(C(F)(F)F)c1)N1CCC(c2cc(-c3cccc4ccccc34)n[nH]2)CC1	-3	-1	-1.9	-6	-18	-3	-3	5	-11
C[C@@H]1CN([C@@H](C)CO)C(=O)CCCn2nncc2CO[C@H]1CN(C)S(=O)(=O)c1ccc2c(c1)OCCCO2	-3	2	2.0	-17	-17	2	0	1	3
Cc1cn([C@H]2C[C@H](O)[C@@H](CCC(=O)NCC(c3ccccc3)c3ccccc3)O2)c(=O)[nH]c1=O	-1	-5	·	·	-14	-1	-2	3	11
CCc1ccc(Nc2ncc3c(n2)CC(c2ccco2)CC3=O)cc1 (stereo not given)	-8	2	2.1	-18	7	-4	-7	1	16
CN(C1CCCCC1)S(=O)(=O)c1ccc(NC(=O)c2ccco2)cc1	3	-9	6.8	-13	17	-4	-2	17	14
CCC1CCCCN1c1cc(C)nc2cc(-c3cccc(C)c3)nn12 (stereo not given)	-17	9	0.7	2	-11	-1	0	21	-3

In a second layout: two of the compounds above.
mol | M5 antag | CHRM5 PAM | CRFBP-R2 agonist | CRFR2-BP antag | TAAR1 antagonist | M5 ag | M4 PAM | TAAR1 ag | CHO-K1 Ca PAM
O=S(=O)(c1cccc(C(F)(F)F)c1)N1CCC(c2cc(-c3cccc4ccccc34)n[nH]2)CC1 | -3 | -1 | -1.9 | -6 | -18 | -3 | -3 | 5 | -11
CCN1CCCc2cc(CN(CCN3CCOCC3)C(=S)Nc3ccc(C)cc3)ccc21 | 10 | 2 | -1.3 | 26 | -10 | -10 | -8 | 0 | 28

More structures
SMILES	M5 antag	CHRM5 PAM	CRFBP-R2 agonist	CRFR2-BP antag	TAAR1 antagonist	M5 ag	M4 PAM	TAAR1 ag	CHO-K1 Ca PAM
COc1ccc(CN2CCN(C(=O)c3ccc(S(=O)(=O)NCc4ccco4)cc3)CC2)cc1F	1	0	-0.5	20	11	9	-1	3	-9
O=C(CSc1nc2ccccc2[nH]1)N1CCCCC1	0	-4	-0.7	3	6	-1	3	9	15
Cc1cc(=O)oc2cc(OCC(=O)NCCc3c[nH]c4ccc(F)cc34)ccc12	-2	5	0.4	4	-2	-1	-3	5	-9
Cc1cccc(-n2c(C)nc3cc(C(=O)N4CCOCC4)ccc32)c1	9	-3	2.2	11	-11	-5	-1	6	8
Clc1ccccc1-c1cc(COc2ccc3ccccc3c2)no1	-1	0	6.0	0	0	1	13	3	-1
Cc1cn([C@H]2C[C@H](O)[C@@H](CNCc3cccc(OC4CCCC4)c3)O2)c(=O)[nH]c1=O	-1	-4	-0.5	-13	-8	0	-1	2	14
CCCCCCn1c(=O)n2n(c1=O)[C@@H]1CN(S(=O)(=O)c3ccc(C)cc3)C[C@]1(O)[C@@H](OC(=O)NCc1ccccc1)C2	4	-3	3.8	-1	0	-2	-6	0	-9
CN(C)S(=O)(=O)c1ccc(NC(=O)COC(=O)CC2CC3CCC2C3)cc1 (stereo not given)	7	1	-2.1	-19	-39	5	-1	16	20
O=C(c1cc2cc(F)ccc2[nH]1)N1CCN(c2ccc(F)cc2)CC1	-5	-2	3.1	-21	-3	-2	-3	-2	10
Cc1cccc(OCc2nnc(SCC(=O)c3ccccc3)o2)c1	3	-1	-3.6	8	0	-1	-5	0	16
Cc1nnc(SCc2cccc([N+](=O)[O-])c2)[nH]c1=O	0	-1	-0.3	19	-6	-9	-3	3	16
CCC(C(=O)Nc1cc(C(=O)O)ccc1C)c1ccccc1 (stereo not given)	-16	-6	0.0	26	15	-5	8	2	13
CN(C)S(=O)(=O)c1cccc(C(=O)NCCOC(=O)c2cc(F)c(F)cc2Cl)c1	14	0	0.6	-5	14	-1	-4	0	-7
O=C(O)CCCn1cc(NC(=O)c2cc(F)c(F)cc2Cl)cn1	3	-5	-0.5	7	7	-2	0	3	-6
COc1ccc(S(=O)(=O)NCc2cccnc2)cc1NC(=O)c1ccc(Cl)cc1	1	6	-1.7	14	5	-4	8	0	-13
O=C(c1cccs1)N1CCN(Cc2cccc([N+](=O)[O-])c2)CC1	6	-3	0.5	8	4	-3	-1	0	5
O=c1ccc2[n+]([O-])c3ccc(O)cc3oc-2c1	-6	7	7.7	9	8	-2	-14	58*	-12
Oc1oc(-c2cccc3ccccc23)nc1/C=N/c1nccs1	22	4	38	-50	10	2	2	5	-8
NC(=O)CN1C(=O)C(=O)N(Cc2ccccc2Cl)C1=O	15	-4	8.6	-7	-7	-4	-3	5	-8
Cc1sc2ncnc(SC(C)C(=O)N3c4ccccc4Sc4ccccc43)c2c1C (stereo not given)	-3	-4	2.1	27	-11	-5	-9	3	22
COC(=O)c1sccc1NC(=O)c1csc2c1CCCC2	1	5	1.8	-8	·	-1	8	·	25
O=C(COC(=O)C1=COCCO1)NCc1ccc(F)cc1	4	2	0.0	-12	-1	-5	3	3	18
COC(=O)Cc1c(C)nc2nc(-c3ccc(OC)cc3)[nH]n2c1=O	3	-1	-3.6	29	2	-2	-4	11	11
Cc1c(S(=O)(=O)N2CCc3ccccc3C2)c(=O)n(C)c(=O)n1C	12	-3	-1.4	5	-8	0	-4	2	-11
CCN(CC)S(=O)(=O)c1ccc(C)c(NC(=O)/C=C/c2cccs2)c1	13	-8	-0.7	46	-8	-2	-8	1	-1
O=C1O/C(=C/C(=O)N2CCOCC2)c2ccccc21	-10	2	-1.1	-27	15	3	11	15	-10
O=C(Nc1ccc(Cl)cc1)c1ccc(Br)cc1F	-6	-1	2.0	-11	12	-2	-4	34	3
Cc1nc2ncccn2c1-c1csc(Nc2ccccc2)n1	17	-20	0.2	6	10	2	-13	2	-3
CC(=O)Nc1ccc(-c2ccnc3c2CC(C(=O)Nc2ccc(C(C)C)cc2)O3)cc1 (stereo not given)	7	-7	·	·	-15	0	11	5	13
CCCCCNC1=CC(=O)CC(c2ccccc2)C1 (stereo not given)	7	-4	-0.8	81*	-1	-3	-2	1	-4
Cn1c(C(=O)O)c(C=O)c2ccccc21	-1	6	1.1	4	22	-1	-4	-1	-9
Cc1nc2scc(C)n2c(=O)c1S(=O)(=O)NCCc1ccc(Cl)cc1	-10	12	-0.2	0	-18	-3	4	4	-4
CCc1nc2cc(NC(=O)C3(C)CCCN(C(C)C)C3)ccc2o1 (stereo not given)	-4	3	·	·	-27	-1	5	3	21
O=CNc1cc(-c2ccc(C(=O)N3CCOCC3)cc2)cn2c(-c3ccc(F)cc3)cnc12	3	-3	·	·	-27	0	-4	3	0
CN(Cc1cnccn1)Cc1nc(Cc2ccccc2Cl)no1	8	2	-2.9	13	-19	-2	5	1	13
CCCCn1c(SC(C)C(=O)NCC2CCCO2)nc2cc(C(=O)OC)ccc2c1=O (stereo not given)	-7	7	-2.0	0	-30	1	-3	1	-13
COc1ccc2c(c1)C1NC(=S)NC(C)(O2)C1C(=O)Nc1ccc(Cl)cc1 (stereo not given)	3	1	-2.5	5	-4	0	-2	2	17
Cc1cc(C)cc(SCc2noc(C(=O)NC(C)C)c2C(=O)NC(C)C)c1	5	-3	1.2	-1	·	0	1	·	6
O=C(O)c1ccc(NC(=O)c2ccco2)c(NC(=O)c2ccco2)c1	4	0	0.0	3	-20	-2	4	4	8
COc1cc(C)c(NC(=O)COc2cccc3c2OC(C)(C)C3)cc1OC	6	-12	1.3	6	·	11	-6	·	-1
COc1ccc(Cn2c(SCc3ccccc3C)nc3cc(OC)c(OC)cc3c2=N)cc1	5	6	·	·	9	1	10	52*	17
COc1ccc(C(=O)N=C2SC3CS(=O)(=O)CC3N2Cc2ccccc2)cc1OC (stereo not given)	4	-3	-1.1	6	-11	-2	5	5	13
CCN1CCN(S(=O)(=O)c2ccc(Cl)c(C(=O)N(CC(C)C)C3CCS(=O)(=O)C3)c2)CC1 (stereo not given)	3	-3	13	-27	-16	-5	6	2	5
CC1(C)CCC(=O)N2CC[C@H]3C[C@H](OC(=O)Nc4ccc(Br)cc4)C[C@@H]1[C@H]32	18	-9	-1.4	9	15	3	-1	14	1
CCC(Sc1ncccc1Nc1ccccn1)C(=O)O (stereo not given)	2	3	-0.1	1	-25	4	-10	1	8

Part of the list above in order of length of the SMILES, largest number first:
SMILES	M5 antag	CHRM5 PAM	CRFBP-R2 agonist	CRFR2-BP antag	TAAR1 antagonist	M5 ag	M4 PAM	TAAR1 ag	CHO-K1 Ca PAM
CCN1CCN(S(=O)(=O)c2ccc(Cl)c(C(=O)N(CC(C)C)C3CCS(=O)(=O)C3)c2)CC1 (stereo not given)	3	-3	13	-27	-16	-5	6	2	5
COc1ccc(Cn2c(SCc3ccccc3C)nc3cc(OC)c(OC)cc3c2=N)cc1	5	6	·	·	9	1	10	52*	17
CCC(Sc1ncccc1Nc1ccccn1)C(=O)O (stereo not given)	2	3	-0.1	1	-25	4	-10	1	8

Assay outcomes: PubChem BioAssay, several laboratories
